bCat nuc transl = beta-catenin nuclear translocation modulation; HeLa beta-catenin nuclear translocation, immunofluorescence imaging; nuclear translocation activity, % at 5 µM; 0.3% of 190,000 active; AID 1665;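 active = nuclear translocation activity above 50% at 5 µM, with a well cell count of 50 or more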;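 note: per-cell ratio of nuclear to cytoplasmic median beta-catenin stain intensity; plate controls were DMSO negative control for no effect and GSK-3 inhibitor IX positive control for full effect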
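Test system: human HeLa cells, endogenous beta-catenin. Times: 24 h compound exposure, 37°C. Measured by: beta-catenin immunofluorescence imaging with DAPI.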
WT yeast gro inh = growth inhibition of WT yeast, mitochondrial fusion screen | inhibition, % at 10 µM | 2.1% of 190,000 active | mitochondrial fusion phenotypic screen, WT strain | AID 1362; in the data active = inhibition above about 58%; tested in S. cerevisiae
MT stabilize HCS = microtubule stabilizers in HeLa cells. % tubulin-high responders, % at 10 µM. 0.83% of 200,000 active. HeLa tubulin immunostaining HCS, 24 h; share of cells brighter than vehicle mean+2SD;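 active = plate Z-score above 3 for both tubulin-high and condensed-nucleus cell shares, with cell loss under 80%, at 10 µM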;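 note: anti alpha tubulin signal scored within the nucleus-defined area of each cell; some results filed as inactive read as strong as hits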
PMI inhibitors = inhibitors of human PMI, primary screen, biochemical, fluorescence intensity, coupled assay (AID 1209); purified PMI enzyme, coupled fluorescence intensity; higher % means a stronger effect; inhibition, % at 20 µM; hits with a dose series show IC50 in µM; 0.42% of 190,000 active;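 note: plate controls were DMSO vehicle for no effect and wells lacking substrate for full effect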
Autophagy mod = alters autophagy in cells; MEF GFP-LC3 puncta imaging; test concentration mostly 10 µM; calls only at 10 µM (by protocol); 0.98% of 190,000 active; AID 463193;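 active = percentage of spot-positive cells more than 3 SD above its plate mean, without a fluorescence outlier flag or 80% toxicity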;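 note: spot-positive cell cutoff set from DMSO-treated cells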
PMI inhibition = human PMI inhibitors, high substrate, primary screen, biochemical, fluorescence intensity, high mannose 6-phosphate (AID 1220); recombinant PMI enzyme, coupled fluorescence intensity; higher % means a stronger effect; inhibition, % at 20 µM, or IC50 in µM where a hit was titrated; 0.66% of 190,000 active
Dynein transport = blocks dynein driven cargo transport along microtubules; 3617.4 mouse cells, GR-EGFP nuclear translocation imaging; test concentration mostly 20 µM; stimulated with dexamethasone, 1 µM; stronger effect = lower value; z-score, hits read low; 0.47% of 220,000 active; AID 1381;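 active = plate z-score of nuclear minus cytoplasmic receptor signal below a set negative limit, without overly bright fluorescence or cell loss, cut at about -3.5 in these data, passing the limit was not always enough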;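 note: z-score of nuclear minus cytoplasmic ring GR-EGFP intensity difference per well; some compounds called inactive have numbers as strong as hits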
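medium = tetracycline-free induction medium containing charcoal-stripped FBS | also added = 1.0 µM final dexamethasone stimulus | schedule = 48 h induction, 1 h compound, 30 min dex at 37 °C | technique = fixed, Hoechst-stained cells imaged at 10x for EGFP | measure = GR-EGFP nuclear translocation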
Ins promoter up = MIN6 insulin promoter up-regulation | z-score at 5 µM | MIN6 insulin promoter-GFP reporter, high-content imaging; stronger effect = higher value | 0.3% of 190,000 active | AID 1625;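 active = z-score above 3 at 5 µM with at least 500 cells counted in the well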
Yfh1-depleted yeast = enhancers of respiration in Yfh1-depleted yeast, dose response, Friedreich's ataxia, plus single-dose screen (AID 1465). 0.074% of 220,000 active. S. cerevisiae Yfh1-off respiration, WST-1 reduction, 72 h; higher fold induction means a stronger effect. fold induction at 50 µM, or EC50 in µM where a hit was titrated;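 active = fold induction of absorbance versus untreated yeast above a set limit, then at least 30% activation at any dose in follow-up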;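 note: activators that raise dye reduction in frataxin-depleted yeast; strong numbers were not always called active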
WT yeast gro inh mutant strain = further read-out of WT yeast gro inh, marked with its call; inhibition, %; mitochondrial fusion phenotypic screen, mutant strain inhibition
Dynein transport cytoplasmic EGFP = recorded beside Dynein transport, whose call it bears; z-score; measured here: cytoplasmic GR-EGFP intensity; stronger effect = higher value
Dynein transport nuclear GR-EGFP = second read-out of Dynein transport, no call of its own (marks repeat the call); z-score; measured here: nuclear GR-EGFP intensity;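 lower value marks the stronger effect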
Dynein transport cell count = further read-out of Dynein transport, marked with its call; z-score; measured here: cell count per field
Ins promoter up cell count = second read-out of Ins promoter up, no call of its own (marks repeat the call); cell count; measured here: cytotoxicity, nuclei count;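 total cells summed across four imaged fields per well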
bCat nuc transl cell count 5 µM = second read-out of bCat nuc transl, no call of its own (marks repeat the call); cell count; measured here: cell count, cytotoxicity flag
MT stabilize HCS Hoechst-high % = second read-out of MT stabilize HCS, no call of its own (marks repeat the call); % Hoechst-high responders; measured here: nuclear condensation Hoechst responders;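 share of cells brighter than vehicle mean plus two SD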
MT stabilize HCS cytotoxicity % = further read-out of MT stabilize HCS, marked with its call; toxicity, %; measured here: cytotoxicity by cell density;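 0% = mean cell density of plate MIN control wells and 100% = no cells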
Autophagy mod cell loss 18 h = second read-out of Autophagy mod, no call of its own (marks repeat the call); toxicity, %; measured here: cell loss, nuclei count;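 cell loss after 18 h compound exposure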
Active calls of the source: *; i = inactive; . = not tested or not shown. Cut-off read from the data, not from the text of the source, unless noted: active = inhibition above about 50%; inactive = the rest. The order is random; overall some 5% were active at least once.

Start of the data: the first 2 compounds (preview)
SMILES	bCat nuc transl	bCat nuc transl cell count 5 µM	WT yeast gro inh	WT yeast gro inh mutant strain	MT stabilize HCS	MT stabilize HCS Hoechst-high %	MT stabilize HCS cytotoxicity %	PMI inhibitors	Autophagy mod	Autophagy mod cell loss 18 h	PMI inhibition	Dynein transport	Dynein transport cytoplasmic EGFP	Dynein transport nuclear GR-EGFP	Dynein transport cell count	Ins promoter up	Ins promoter up cell count	Yfh1-depleted yeast
CCOc1ccc(Nc2nc3ccccc3n3nnnc23)cc1	-1.5	1135	-22	4	1.5	2.7	1.0	-10%	i	-3	-14%	0.42	0.54	0.45	0.25	0.71	948	i
Oc1ccc(C(=S)N2CCN(Cc3ccccc3)CC2)cc1	-0.2	1363	.	.	.	.	.	.	.	.	.	-0.26	-0.21	0.49	0.012	-0.07	992	i

The whole of this part, previewed entries included:
SMILES	bCat nuc transl	bCat nuc transl cell count 5 µM	WT yeast gro inh	WT yeast gro inh mutant strain	MT stabilize HCS	MT stabilize HCS Hoechst-high %	MT stabilize HCS cytotoxicity %	PMI inhibitors	Autophagy mod	Autophagy mod cell loss 18 h	PMI inhibition	Dynein transport	Dynein transport cytoplasmic EGFP	Dynein transport nuclear GR-EGFP	Dynein transport cell count	Ins promoter up	Ins promoter up cell count	Yfh1-depleted yeast
CCOc1ccc(Nc2nc3ccccc3n3nnnc23)cc1	-1.5	1135	-22	4	1.5	2.7	1.0	-10%	i	-3	-14%	0.42	0.54	0.45	0.25	0.71	948	i
Oc1ccc(C(=S)N2CCN(Cc3ccccc3)CC2)cc1	-0.2	1363	.	.	.	.	.	.	.	.	.	-0.26	-0.21	0.49	0.012	-0.07	992	i
O=C(COC(=O)c1ccccc1Oc1ccccc1)NCc1ccco1	-3.8	1087	1	6	4.1	2.0	8.7	-3%	i	-4	-2%	-1.5	-0.17	-0.7	0.76	0.19	1117	i
CC1Cn2c(nnc2-c2ccc(F)cc2)S1 (stereo unspecified)	-1.4	1007	18	4	.	.	.	6%	.	.	11%	.	.	.	.	-0.28	1857	i
O=C1CCCC2=C1C1(CCCC1)N=C(Nc1nc3ccccc3o1)N2	0.3	1112	.	.	.	.	.	1%	.	.	11%	.	.	.	.	0.07	1469	.
Cc1ccc(-c2csc3ncnc(-n4nc(C)cc4N)c23)cc1	1.6	1472	3	-14	1.6	3.8	8.1	19%	i	7	13%	-0.15	-0.035	0.56	0.76	0.55	1268	i
CCC(C)(C)C1CCC(=NNc2nc3ccccc3[nH]2)CC1 (stereo unspecified)	-2.1	615	9	7	4.7	2.2	4.9	-73%	i	0	-100%	-0.48	-0.29	-0.5	0.35	0.61	1298	i
O=C(Nc1ccc(N2CCOCC2)cc1)c1cccc(S(=O)(=O)N2CCCC2)c1	0.1	1026	-14	14	1.9	0.5	53	7%	i	2	-5%	-0.62	-0.2	-0.0082	0.72	0.64	1250	i
COC(=O)c1sccc1NC(=O)CC1C(=O)NCCN1C(=O)Nc1cc(Cl)ccc1OC (stereo unspecified)	0.7	1294	.	.	.	.	.	.	.	.	.	3.2	0.03	3.2	-3.7	-0.14	1051	i
CC(=O)Nc1ccc(C(=O)CSc2nnc(-c3ccc(O)cc3)n2CC2CCCO2)cc1 (stereo unspecified)	-0.6	1140	-34	-15	2.9	1.0	3.4	-22%	i	2	-31%	1.2	-0.18	0.55	-0.44	-1.3	1011	i
CS(=O)(=O)N(CC(=O)NCc1ccncc1)c1cc(Cl)ccc1Cl	-1.2	981	-8	-12	1.6	1.8	6.9	8%	i	-2	-2%	-0.97	-0.24	-0.074	0.62	0.61	1501	i
Cc1csc(NC(=O)CCC(=O)c2cccs2)n1	.	.	-10	5	1.9	2.3	6.1	2%	i	-11	10%	-0.45	-0.37	-0.56	-0.28	0.37	1289	i
Nc1c(N=Nc2cccc(Cl)c2)c(=O)[nH]n1-c1ccccc1	0.5	1377	18	9	2.5	1.7	3.2	8%	i	6	5%	1.4	-0.21	1	-0.29	0.03	1623	i
O=C(CSCc1ccc(Cl)cc1)N/N=C/c1c(Cl)cccc1Cl	0.9	1170	0	12	3.3	1.2	7.7	8%	i	1	2%	-0.97	-0.26	-0.29	1.2	.	.	i
O=C(O)CCNS(=O)(=O)c1ccc2ccccc2c1	-3.4	1216	-3	5	2.8	1.8	1.7	5%	i	-1	-2%	-0.28	0.031	0.042	0.71	-0.27	948	i
Cc1cc(SCC(=O)OCC(=O)c2c(N)n(C)c(=O)n(C)c2=O)c(C)cc1Br	0.4	1110	5	16	2.5	2.1	9.0	-1%	i	-9	1%	0.12	-0.27	0.39	-1.4	0.03	1296	i
COc1ccc(CNC(=O)C2CCCN2S(=O)(=O)c2ccccc2)cc1 (stereo unspecified)	0.2	1153	-8	-1	1.9	1.1	5.4	1%	i	-17	2%	-0.06	-0.21	0.076	-0.044	-0.34	908	i
CNC(=O)COc1ccc(S(=O)(=O)Nc2ccc(OC)cc2)cc1	-2.6	1089	-16	-11	3.4	1.6	3.6	12%	i	7	14%	-0.61	-0.3	-0.23	0.6	0.04	1360	i
CC(C)c1cc(-c2cc(C(=O)NCc3ccccc3)on2)nc(NCC2CC2)n1	-0.8	1214	.	.	.	.	.	.	.	.	.	-0.57	-0.8	-0.2	0.85	-1.4	1036	i
COc1cccc(OCC(=O)N(Cc2nc(-c3ccc(Cl)cc3)no2)C(C)C)c1	.	.	41	14	7.3	1.2	8.0	12%	i	3	8%	0.32	0.0047	0.26	-0.98	-1.2	938	i

Exported in markdown: entries from further up.
| Compound | bCat nuc transl | bCat nuc transl cell count 5 µM | WT yeast gro inh | WT yeast gro inh mutant strain | MT stabilize HCS | MT stabilize HCS Hoechst-high % | MT stabilize HCS cytotoxicity % | PMI inhibitors | Autophagy mod | Autophagy mod cell loss 18 h | PMI inhibition | Dynein transport | Dynein transport cytoplasmic EGFP | Dynein transport nuclear GR-EGFP | Dynein transport cell count | Ins promoter up | Ins promoter up cell count | Yfh1-depleted yeast |
| --- | --- | --- | --- | --- | --- | --- | --- | --- | --- | --- | --- | --- | --- | --- | --- | --- | --- | --- |
| CCOc1ccc(Nc2nc3ccccc3n3nnnc23)cc1 | -1.5 | 1135 | -22 | 4 | 1.5 | 2.7 | 1.0 | -10% | i | -3 | -14% | 0.42 | 0.54 | 0.45 | 0.25 | 0.71 | 948 | i |
| Oc1ccc(C(=S)N2CCN(Cc3ccccc3)CC2)cc1 | -0.2 | 1363 | . | . | . | . | . | . | . | . | . | -0.26 | -0.21 | 0.49 | 0.012 | -0.07 | 992 | i |
| O=C(COC(=O)c1ccccc1Oc1ccccc1)NCc1ccco1 | -3.8 | 1087 | 1 | 6 | 4.1 | 2.0 | 8.7 | -3% | i | -4 | -2% | -1.5 | -0.17 | -0.7 | 0.76 | 0.19 | 1117 | i |
| CC1Cn2c(nnc2-c2ccc(F)cc2)S1 (stereo unspecified) | -1.4 | 1007 | 18 | 4 | . | . | . | 6% | . | . | 11% | . | . | . | . | -0.28 | 1857 | i |

Remaining list, next part.
SMILES	bCat nuc transl	bCat nuc transl cell count 5 µM	WT yeast gro inh	WT yeast gro inh mutant strain	MT stabilize HCS	MT stabilize HCS Hoechst-high %	MT stabilize HCS cytotoxicity %	PMI inhibitors	Autophagy mod	Autophagy mod cell loss 18 h	PMI inhibition	Dynein transport	Dynein transport cytoplasmic EGFP	Dynein transport nuclear GR-EGFP	Dynein transport cell count	Ins promoter up	Ins promoter up cell count	Yfh1-depleted yeast
O=C(C1CCCO1)N1CCc2ccccc21 (stereo unspecified)	-2.0	1068	-5	0	3.3	1.7	54	7%	i	5	6%	1.3	-0.023	1.6	-1.3	-0.78	1842	i
CCCSc1cc(N2CCOCC2)nc(-c2ccccc2Cl)n1	.	.	-9	21	1.6	1.1	7.4	3%	i	-1	2%	-0.24	-0.26	-0.093	1.1	.	.	i
CCOC(=O)NCC(C)(C)CNC(=O)OCC	.	.	-15	-3	2.4	0.0	30	12%	i	1	10%	-0.79	-0.19	-0.0044	-0.52	.	.	i
CCOCCn1c(SCCc2ccccc2)nc2c1c(=O)[nH]c(=O)n2C	-2.2	1131	9	5	1.3	3.3	12	12%	i	-10	12%	1.8	0.048	1.1	-0.46	0.79	2094	i
C=CCNC(=O)C(=O)N/N=C/c1cccc(Br)c1	0.9	1521	-11	-12	1.6	1.5	3.2	3%	i	-8	-2%	-0.026	-0.19	-0.58	-0.34	0.5	1367	i
CC(C)NC(=O)C1CCN(C(=O)C(C(=O)c2ccccc2)n2cc(Cl)ccc2=O)CC1 (stereo unspecified)	-2.0	1206	1	1	1.6	1.6	6.7	21%	i	-9	17%	-0.42	-0.21	-0.35	0.62	0.42	1151	i
Cc1cc(C)n2cc(-c3ccc(Cl)cc3)c(C(=O)O)c2n1	0.1	1480	20	21	1.5	1.2	5.4	3%	i	-21	6%	-0.33	-0.28	0.019	0.26	0.03	1436	i
CC(C(=O)N1CCCC1)c1ccc([N+](=O)[O-])cc1 (stereo unspecified)	-2.4	961	10	5	5.2	2.0	3.8	10%	i	17	7%	1.3	-0.2	1	-1.1	0.77	1568	i
Cc1nn(C)c(Cl)c1CN1CCN(CCC(C)C)C(CCO)C1 (stereo unspecified)	-1.3	1415	.	.	.	.	.	.	.	.	.	1.7	-0.23	0.8	-1.4	0.24	1085	i
COc1ccccc1N1CCN(C(=O)c2cc3c(s2)CCC3)CC1	.	.	25	-6	1.5	1.5	11	5%	i	1	-2%	0.13	-0.11	0.39	-0.0076	-0.2	756	i
CCO/N=C(/c1nonc1N)N1CCN(c2ccc([N+](=O)[O-])cc2)CC1	.	.	10	14	1.9	2.3	7.9	8%	i	24	4%	0.21	0.9	0.6	-0.42	1.3	925	i
CCOc1ccccc1NC(=O)C1CCN(C(=O)NCc2ccccc2)CC1	3.4	486	-4	2	4.4	2.2	5.3	7%	i	-2	4%	-0.77	-0.23	-0.47	-0.07	.	.	i
